Screening data (PubChem)
NCI-60 one-dose screen, 48 h, at 10 µM unless noted. Numbers give growth in % (100 = growth as untreated, 0 = no growth, -100 = all killed).
MDA-MB-231: MDA-MB-231 breast cancer. AID 1794789. actives 5% (n = 81,000)
MOLT-4: MOLT-4 leukemia cells; actives 6.9% (n = 80,000)
MCF7: MCF7 breast cancer; AID 1794796; actives 6.3% (n = 82,000)
MDA-MB-468: MDA-MB-468 breast cancer; AID 2202374; actives 8.5% (n = 78,000)
T-47D: T-47D breast cancer; actives 5% (n = 79,000); AID 1794792
SR: SR leukemia cells; AID 1794780; actives 8.7% (n = 73,000)
BT-549: BT-549 breast cancer | actives 4.4% (n = 78,000)
K-562: K-562 leukemia. actives 7.4% (n = 78,000)
Numbers without * were called inactive; x = not tested or not shown; & = joins results of further samples; [ ] = dose if it differs, or a comment. Rule for the calls: active = growth percent below 10; inactive = the rest.

SMILES	MDA-MB-231	MOLT-4	MCF7	MDA-MB-468	T-47D	SR	BT-549	K-562
Nc1nccc(N2CCCCC2)n1	102	99	104	118	105	103	121	106
C#C[C@]1(O)CC[C@H]2[C@@H]3CC=C4c5sc(N=C(N)N)nc5CC[C@]4(C)[C@H]3CC[C@@]21C	-45*	-8.4*	0.4*	-32*	1.2*	x	x	-21*
Cc1ccc(C2(C(=O)O)CCCCC2)cc1	109	99	94	106	86	101	96	98
COc1cc2c3c(n(CCCNC4CCCC4)c(=O)c2cc1OC)-c1cc2c(cc1C3=O)OCO2	-77*	x	-75*	71	86	x	75	x
O=C(CCCl)c1ccc(Cl)cc1	103	99	94	107	94	96	93	101
C=C1C(=O)O[C@H]2[C@H]1CC/C(COC(=O)c1ccc(C(=O)O)s1)=C\CC[C@@]1(C)O[C@@H]21	-3.5*	-7.0*	13	-47*	43	-13*	43	3.1*
COc1cc(C(=O)c2cc(C(C)=O)c3c(C)cccn23)cc(OC)c1OC	76	92	83	82	82	96	104	95
COC(=O)c1ccc(NC(=O)Nc2ccc(C(=O)OC)cc2)cc1	94	80	96	98	89	79	99	91
COc1ccc(-c2nn(-c3ccc(S(N)(=O)=O)cc3)c(=O)c3ccccc23)cc1OC	88	92	111	107	88	x	98	93
O=C(NCCNc1nccc(-n2ccc3cccnc32)n1)c1ccccc1	99	98	93	98	102	100	x	96
C/C(=N\NC(=S)N1CCCC1)c1ccccn1	28	3.1*	14	-32*	18	6.6*	28	8.0*
CC1CCC(C(O)(C(=O)O)C2CCCCC2)CC1C (stereo not drawn)	97	103	104	93	106	106	92	113
CCCCNC(=O)c1[nH]cc(-c2ccc(OC)cc2)c1-c1cc(OC)c2c(c1OC)OCO2	75	97	94	73	x	89	91	66
COc1ccc2c(c1)C1(C(=O)N2)C(C#N)=C(c2ccccc2)Nc2c1c(-c1ccccc1)nn2-c1ccccc1 (stereo not drawn)	45	38	18	76	63	22	85	70
CN1C(=O)N(C)C2(c3ccccc3)n3c(s/c(=C\c4ccc(Br)cc4)c3=O)=NNC12c1ccccc1 (stereo not drawn)	69	85	54	79	91	27	95	72
COc1ccccc1OS(=O)(=O)c1ccc(C)cc1	100	91	102	98	99	87	101	88
NC(N)=NCCCC(N)C(=O)NC(CCC(=O)O)C(=O)O (stereo not drawn)	104	101	100	95	87	108	104	101
COC[C@]12CC[C@@H](C)[C@H](C)[C@H]1C1=CC[C@@H]3[C@@]4(C)CCCNC(C)(C)[C@@H]4CC[C@@]3(C)[C@]1(C)CC2	51	5.7*	-33*	-6.6*	40	-3.3*	66	1.0*
CCN(CC)Cc1nc2ccccc2c(=O)n1/N=C/c1ccccc1	103	102	108	103	94	104	96	97
CN(Cc1ccccc1)Cc1ccccc1C(O)c1ccccc1 (stereo not drawn)	83	84	97	90	90	95	107	87

An excerpt from above, limited to MDA-MB-468 and BT-549:
Compound	MDA-MB-468	BT-549
NC(N)=NCCCC(N)C(=O)NC(CCC(=O)O)C(=O)O (stereo not drawn)	95	104
CN(Cc1ccccc1)Cc1ccccc1C(O)c1ccccc1 (stereo not drawn)	90	107
Cc1ccc(C2(C(=O)O)CCCCC2)cc1	106	96
COc1cc(C(=O)c2cc(C(C)=O)c3c(C)cccn23)cc(OC)c1OC	82	104

3 entries out of the list, ordered by heavy-atom count, smallest number first.
SMILES	MDA-MB-231	MOLT-4	MCF7	MDA-MB-468	T-47D	SR	BT-549	K-562
O=C(CCCl)c1ccc(Cl)cc1	103	99	94	107	94	96	93	101
C=C1C(=O)O[C@H]2[C@H]1CC/C(COC(=O)c1ccc(C(=O)O)s1)=C\CC[C@@]1(C)O[C@@H]21	-3.5*	-7.0*	13	-47*	43	-13*	43	3.1*
COC[C@]12CC[C@@H](C)[C@H](C)[C@H]1C1=CC[C@@H]3[C@@]4(C)CCCNC(C)(C)[C@@H]4CC[C@@]3(C)[C@]1(C)CC2	51	5.7*	-33*	-6.6*	40	-3.3*	66	1.0*

Further records follow:
SMILES	MDA-MB-231	MOLT-4	MCF7	MDA-MB-468	T-47D	SR	BT-549	K-562
COc1ccc2c(c1)C(=O)CC(c1ccccc1OC)O2 (stereo not drawn)	87	81	84	92	91	89	96	101
N#Cc1ccc(C(=O)CSc2nc3c(c(Nc4cccc(S(N)(=O)=O)c4)n2)CCCC3)cc1	92	92	88	92	96	89	84	86
Cc1cc2ccccc2nc1-c1ccccc1F	112	111	101	105	x	110	92	110
C(=C\c1c[nH]c2ccccc12)/c1nccc2ccccc12	60	63	38	31	77	92	x	75
CCN(CC)CCN1C(=O)c2c(c3c4cc(Br)ccc4[nH]c3c3ccc4ccccc4c23)C1=O	-65*	-31*	-80*	-81*	-34*	-25*	62	-65*
O=C(Nc1ccccc1)Nc1ccc(Nc2ncnc3sc4c(c23)CCNC4)cc1	80	91	81	93	62	60	79	85
O=C(NO)c1ccc(Cn2c(=O)n(-c3ccccc3)c(=O)c3ccccc32)cc1	55	-2.1*	33	17	14	7.9*	32	3.4*
Cn1ccnc1C(=O)/C=C/c1ccc(NC(=O)c2ccc(Cl)cc2)cc1	83	82	54	68	90	15	72	34
CCCCCCCCCCCCOC(=O)CCSCCC(=O)OCCCCCCCCCCCC	104	104	94	101	98	103	104	114
CCCCNc1ccc2c3c1cccc3c(=O)n1c3ccccc3nc21	80	69	10	-12*	36	16	98	79
C=CC(=O)OCC1CCCO1 (stereo not drawn)	98	92	97	100	92	100	91	99
CCOC(=O)C(C(=O)OCC)C(=O)c1cccc2ccc3ccccc3c12	112	90	108	105	x	85	122	105
COc1ccc(C2CC(=O)Nc3c(-c4cccc(F)c4)nsc32)cc1 (stereo not drawn)	104	84	97	92	118	79	94	86
C=C1CC[C@@]2(C#N)[C@H]3[C@H](CC[C@@H]2C)[C@@H](C)C[C@@H](CC(C)(C)C#N)[C@H]13	61	29	21	60	21	x	50	10.0*
O=c1[nH]c(SCc2ccccc2)nc2nc(Nc3ccc(NC(=S)Nc4ccccc4)cc3)nc(-c3ccc(O)cc3O)c12	98	93	99	x	73	55	92	91
C=CCNC(=O)CC(C)(C)C	117	109	96	90	85	109	111	104
NC(=O)C(=O)Nc1cccc(-c2ccc(S(=O)(=O)Nc3ccc4c(c3)N(C(=O)C3CC3)CCC4)cc2)c1	70	80	67	31	57	86	50	65
CC(C)Cc1ccc(C(C)C(=O)Nc2ccc(-c3cc(=S)ss3)cc2)cc1 (stereo not drawn)	109	44	50	65	79	65	98	75
CCNC(=S)NNC(=O)CN1CCN(c2cc3c(cc2F)c(=O)c(C(=O)O)cn3C2CC2)CC1	109	105	97	96	111	100	99	x
O=C(O)c1cc(Cl)ccc1NS(=O)(=O)c1ccccc1	109	107	83	94	x	95	117	98
FC(F)(F)c1cccc([Si](F)(c2cccc(C(F)(F)F)c2)c2cccc(C(F)(F)F)c2)c1	80	62	67	54	40	74	64	62
CCCCCCN=Cc1c(O)c(O)c(C(C)C)c2cc(C)c(-c3c(C)cc4c(C(C)C)c(O)c(O)c(C=NCCCCCC)c4c3O)c(O)c12	112	109	97	95	92	111	x	103
O=C(Nc1ccc(Cl)cc1)c1ccccc1Cl	98	96	81	115	75	95	x	92
CCOc1ccc(C(=O)NC(=S)Nc2ccc(S(N)(=O)=O)cc2)cc1	102[100 µM]	110[100 µM]	98[100 µM]	84[100 µM]	74[100 µM]	98[100 µM]	99[100 µM]	98[100 µM]
C=C(C)[C@@H]1CC[C@]2(C(=O)NCCNCCNC(=O)OC(C)(C)C)CC[C@]3(C)[C@H](CC[C@@H]4[C@@]5(C)CCC(=O)C(C)(C)[C@@H]5CC[C@]43C)[C@@H]12	-34*[100 µM]	12[100 µM]	22[100 µM]	54[100 µM]	28[100 µM]	52[100 µM]	54[100 µM]	38[100 µM]
Nc1nc2c(ncn2[C@H]2O[C@@H](CO)[C@H](O)[C@@H]2O)c(=O)[nH]1	108	102	108	109	109	108	115	97
O=C(CSc1nnc2n1N=C(c1ccccc1)CS2)c1ccc(F)cc1	96	76	91	98	92	90	107	101
Clc1ccc(-c2cnc(Cl)nc2NC2CCCCCC2)c(Cl)n1	97	85	99	98	77	95	85	91
C=CCc1cn(C2CC(O)C(CO)O2)c(=O)[nH]c1=O (stereo not drawn)	114	118	86	106	96	98	104	x
O=[N+]([O-])c1ccccc1SNc1ccccc1	98	77	96	103	104	94	91	78
Cc1cc(Cl)cc2c1S/C(=C1\Sc3c(C)cc(Cl)cc3C1=O)C2=O	94	x	96	116	105	x	101	x
NC(=S)N/N=C/c1ccc(Cl)s1	110	99	104	99	90	96	112	100
Cc1ccc(S(=O)(=O)OCCN(CCOS(=O)(=O)c2ccc(C)cc2)c2c[nH]c(=O)[nH]c2=O)cc1	109	104	99	99	100	104	112	105
COc1ccc(CC(C)=C(c2ccc(OCCN3CCCCC3)cc2)c2ccc(OCCN3CCCCC3)cc2)cc1	99	80	66	64	90	55	x	43
CC(=O)Nc1ccc2c(c1)Cc1ccc(Cl)cc1-2	86	64	62	98	91	90	x	x
NC(c1ccccc1)S(=O)(=O)O (stereo not drawn)	112	93	110	101	102	102	112	112
O=C(NCCc1ccccc1)c1ccccc1O	96	104	91	83	90	90	106	99
COc1ccc(-c2nnc3c(/C=C/c4ccc(F)cc4)nc4ccccc4n23)cc1	89	56	49	41	64	49	78	46
OB1OCc2cc(/C=C/c3cccc(C(F)(F)F)c3)ccc21	-34*	-3.4*	22	5.1*	20	-1.6*	8.1*	11
COc1cc(Cl)c(C=O)cc1OC	102	100	77	93	95	x	105	67
Nc1nc2ccc([N+](=O)[O-])cc2s1	99	91	90	114	95	93	x	94
C=CCn1c(C)nc2cc(Nc3nc(N4CCCC4)nc4nc[nH]c34)ccc21	-25*	89	74	51	45	-9.3*	-34*	-9.1*
N[C@@H](Cc1cn(-c2c3ccccc3nc3ccccc23)nn1)C(=O)O	97	99	74	97	96	86	117	88
CC(=O)[C@@]1(O)[C@H](C)C[C@H]2[C@@H]3C[C@@H](F)[C@@]4(O)C[C@@H](O)CC[C@]4(C)[C@H]3CC[C@@]21C	116	92	100	93	107	98	90	98
NS(=O)(=O)c1ccc(N2C(=O)[C@H]3CC=CC[C@H]3C2=O)cc1	106	97	99	103	101	90	111	121
COc1cccc(-c2cc(=O)c3cc(Cl)cc(NCc4ccccc4)c3o2)c1N	52	93	81	85	69	89	62	89
N#Cc1c(-c2ccco2)c(C#N)c(=O)n(-c2cccc(C(F)(F)F)c2)c1N	101	90	98	112	89	95	92	93
N#C/C(=C\c1cccc2ccccc12)C(=O)Nc1sc2c(c1C#N)CCCC2	94	96	85	89	90	79	110	98
CCCn1c(Cn2nc(C)cc2C)nnc1SCC(=O)Nc1ccc(S(N)(=O)=O)cc1	96	80	84	88	78	100	117	93
CCOC(=O)CN1CCC(C2(c3cc4ccccc4[nH]3)OCCO2)CC1	109&138	94&88	98&104	109&97	101&99	99&92	101&123	93&105
CCOC(=O)c1nc(Oc2ccc(NC(=O)Nc3ccccc3)cc2)c2ccccc2n1	103[5.56 µM]	102[5.56 µM]	98[5.56 µM]	69[5.56 µM]	102[5.56 µM]	92[5.56 µM]	96[5.56 µM]	101[5.56 µM]
Cc1cccc(C)c1/C=C1\CN(C(=O)OC(C)(C)C)C/C(=C\c2c(C)cccc2C)C1=O	113	115	95	95	92	101	105	109
O=C1N(Cc2cccc(C(F)(F)F)c2)c2ccccc2S(=O)(=O)N1c1cccnc1Cl	92	88	105	128	97	104	98	96
O=C1CCC(C(=O)NNc2ccc(Br)cc2Br)N1 (stereo not drawn)	97	66	96	100	86	116	104	18
CCOC(=O)/C=C1\NN(c2ccc(S(N)(=O)=O)cc2)C(=O)c2ccccc21	105	98	92	100	113	93	100	99
N#C/C(=C/NC(=S)Nc1ccc(Cl)c(Cl)c1)C(N)=O	99	84	84	103	67	90	95	82
CCN(CC)CCCC(C)Nc1cnc(C(=O)Nc2cc(C)cc3cccnc23)cn1 (stereo not drawn)	89	46	57	9.4*	33	82	93	26
CC(=O)OCC(=O)[C@@]1(O)CCC2C3CCC4=CC(=O)C=C[C@]4(C)[C@@]3(Cl)[C@@H](Cl)C[C@@]21C (stereo partly drawn)	75	89	79	79	95	x	70	x
Cc1c(NC(=O)CSc2nc3sc4c(c3c(=O)n2-c2ccc(Cl)cc2)CCCC4)c(=O)n(-c2ccccc2)n1C	93	71	77	90	90	86	93	90
COc1ccc(/C=C2/SC(=O)N(CCCC(=O)N3CCN(c4cc5c(cc4F)c(=O)c(C(=O)O)cn5C4CC4)CC3)C2=O)cc1OC	100	93	96	105	99	80	97	99

Further structures follow:
SMILES	MDA-MB-231	MOLT-4	MCF7	MDA-MB-468	T-47D	SR	BT-549	K-562
[O-][n+]1ccccc1CCN(O)CCc1cccc[n+]1[O-]	98	98	102	110	100	x	101	106
C[C@H](C#Cc1ccc(Cc2ccc(F)cc2)s1)N(O)C(N)=O	65	96	91	76	90	92	77	99
COc1ccc2c(c1)oc1c(C)c3c(c(C)c12)C(=O)N(CCOS(C)(=O)=O)C3=O	91	95	74	127	103	66	90	96
Cc1ccc(S(=O)(=O)Nc2c(C)cccc2C)cc1	100	87	94	99	90	93	97	81
Cn1c(=O)c2c(nc(C#N)n2C)n(C)c1=O	101	93	90	121	94	108	89	92
COC(=O)[C@@H](CCCCNC(=O)[C@]12CCC(C)(C)C[C@@H]1C1=CC[C@@H]3[C@@]4(C)C/C(=C/c5ccco5)C(=O)C(C)(C)[C@@H]4CC[C@@]3(C)[C@]1(C)CC2)NC(=O)[C@]12CCC(C)(C)C[C@@H]1C1=CC[C@@H]3[C@@]4(C)C/C(=C/c5ccco5)C(=O)C(C)(C)[C@@H]4CC[C@@]3(C)[C@]1(C)CC2	92	97	104	109	95	88	106	96
CCC1(C(OC)OC)NC(=O)N(C)C1=O (stereo not drawn)	105	117	93	103	127	116	x	105
